S1P4 antagonist – antagonists of human S1P4 receptor | O95977 | S1P4-expressing cells, antagonist mode, reporter read-out | inhibition, % at 4.98 µM | 220,000 compounds, 0.26% hits | AID 1510; in the data active = inhibition above about 29%;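 also: 0% = wells stimulated with agonist and 100% = vehicle wells without agonist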
Target sequence (O95977 whole entry, looked up): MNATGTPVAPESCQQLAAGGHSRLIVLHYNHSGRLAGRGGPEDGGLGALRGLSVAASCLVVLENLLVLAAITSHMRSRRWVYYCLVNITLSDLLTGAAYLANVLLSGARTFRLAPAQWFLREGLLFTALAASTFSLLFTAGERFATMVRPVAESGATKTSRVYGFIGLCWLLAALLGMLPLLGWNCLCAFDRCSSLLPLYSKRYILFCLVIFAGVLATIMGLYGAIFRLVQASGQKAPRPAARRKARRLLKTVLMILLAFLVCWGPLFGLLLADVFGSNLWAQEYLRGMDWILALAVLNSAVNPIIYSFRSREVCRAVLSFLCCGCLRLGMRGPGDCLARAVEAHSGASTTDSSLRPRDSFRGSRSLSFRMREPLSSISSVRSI
p97 ATPase inh – blocks human p97 ATPase activity. P55072. recombinant p97 ATPase, Kinase-Glo ATP luminescence, 3 h. inhibition, % at 8 µM. 220,000 compounds, 0.42% hits; in the data active = inhibition above about 15%;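 also: 0% = DMSO vehicle and 100% = wells lacking enzyme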
EP2 modulator – modulators of human EP2 prostaglandin E2 receptor; EP2-expressing cells, cAMP HTRF FRET, PGE2 co-stimulation; induction, % at 25 µM; 260,000 compounds, 0.83% hits; P43116;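 active = compounds whose cAMP rise, as percent of the full-agonist control response, exceeds 60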;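 also: rat C6 glioma line stably carrying human EP2 under a CMV promoter; the protocol text gives 20 µM as final concentration; 100% = response of wells given 1 µM PGE2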
NPY1 pot ag – potentiators or agonists of human neuropeptide Y receptor Y1 | P25929 | 220,000 compounds, 0.37% hits | activation, % at 3.6 µM | AID 1304 | NPY-Y1 expressing cells, potentiator/agonist activation; in the data active = activation above about 33%, passing the limit was not always enough;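 also: cells stimulated with NPY at EC10 then isoproterenol at EC100; 0% = low agonist plus stimulus and 100% = saturating agonist plus stimulus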
Target sequence (P25929 whole entry, looked up): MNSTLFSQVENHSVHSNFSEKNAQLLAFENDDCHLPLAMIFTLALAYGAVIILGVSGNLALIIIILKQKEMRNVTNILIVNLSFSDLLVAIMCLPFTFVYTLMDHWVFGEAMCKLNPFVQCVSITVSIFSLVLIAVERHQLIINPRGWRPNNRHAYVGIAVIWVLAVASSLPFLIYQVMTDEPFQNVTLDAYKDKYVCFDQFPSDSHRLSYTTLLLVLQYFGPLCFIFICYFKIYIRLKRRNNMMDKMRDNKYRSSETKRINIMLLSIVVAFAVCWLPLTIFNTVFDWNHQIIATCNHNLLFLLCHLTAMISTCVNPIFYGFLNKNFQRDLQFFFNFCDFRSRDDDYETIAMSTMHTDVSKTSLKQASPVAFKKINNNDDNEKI
EP2 antag – blocks the human prostaglandin E2 receptor EP2; P43116; C6 glioma cells expressing human EP2, cAMP TR-FRET; cells stimulated with saturating PGE2; inhibition, % at 25 µM; 260,000 compounds, 0.52% hits; AID 1422;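 active = percent inhibition above 40 after rounding to a whole number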;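 also: rat C6 glioma host cells with rolipram phosphodiesterase inhibitor present; the protocol text gives 20 µM as final concentration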
S1P4 ag – human S1P4 receptor agonism | AID 1509 | 220,000 compounds, 0.35% hits | activation, % at 4.98 µM | S1P4-expressing cell line, agonist reporter assay | O95977; in the data active = activation above about 11%;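 also: 0% = DMSO vehicle and 100% = reference agonist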
NPY-Y1 antag – blocks the human neuropeptide Y Y1 receptor; 200,000 compounds, 1% hits; inhibition, % at 3.6 µM; P25929; AID 1040; HEK293-CNG Y1 cells, membrane potential fluorescence; NPY at EC95, then isoproterenol;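 active = inhibition above the campaign mean inhibition of all tested compounds plus 3 SD, cut at about 20% in these data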;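 also: 0% = DMSO wells given NPY plus isoproterenol and 100% = isoproterenol alone without NPY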
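Test system – HEK293 Y1/CNG channel cell line · Also added – NPY agonist 25 nM, then isoproterenol 1 µM plus Ro 20-1724 25 µM · Compound dosing – one concentration, 3.6 µM, in 0.4% DMSO · Schedule – compound incubation 1 h at room temperature, readout 45 min post-stimulation · Technique – fluorescence, membrane potential probe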
NPY2 pot ag – human NPY-Y2 potentiation or agonism, primary screen. P49146. cells expressing NPY-Y2, potentiator/agonist read-out. activation, % at 3.6 µM. 220,000 compounds, 0.45% hits. AID 1359; in the data active = activation above about 27%;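 also: cells stimulated with NPY near EC25 plus isoproterenol at EC100; 0% = vehicle plus submaximal agonist and 100% = vehicle plus saturating agonist; some results beyond the cut were filed as inactive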
eIF4E 4G PPI – blocks eIF4E binding to eIF4G. P63073+Q04637. TR-FRET eIF4E-eIF4GI(517-606) binding, 2 h. inhibition, % at 21.7 µM. 220,000 compounds, 0.37% hits;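 active = inhibition above about 30%, limit read from the data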;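 also: 0% = full FRET control wells and 100% = background wells lacking eIF4GI fragment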
* = called active by the depositor; . = not tested or not shown; & = joins results of further samples; [ ] = another dose, or the depositor's remark. Some of the compounds tested. The share of hits here may be higher or lower than overall.

Short keys – A = S1P4 antagonist; B = p97 ATPase inh; C = EP2 modulator; D = NPY1 pot ag; E = EP2 antag; F = S1P4 ag; G = NPY-Y1 antag; H = NPY2 pot ag; I = eIF4E 4G PPI
> CC(=O)c1sc2nc(CSc3nnnn3-c3ccccc3)[nH]c(=O)c2c1C
  A: -23; B: 0; C: -5; D: 9; E: 10; F: 2.5; G: -6; H: -14; I: 31*
> CCc1ccc[n+](-c2nc([O-])sc2C=O)c1
  A: 15; B: 6; C: 36; D: -1; E: 4; F: -1.3; G: .; H: 8; I: 5
> CN1CCC(N(C)C(=O)COc2ccccc2-c2ccccc2)CC1
  A: -1; B: 3; C: -4; D: -12; E: 6; F: -0.8; G: 2; H: 14; I: 0
> C=CCn1cnc2scc(-c3ccc(C)c(C)c3)c2c1=O
  A: -11; B: 4; C: 26; D: -3; E: 9; F: 0.6; G: 0; H: -14; I: -8
> COc1cc(C(=O)N2CCC(C(=O)Nc3cccc(C(C)=O)c3)CC2)cc(OC)c1OC
  A: -17; B: -1; C: 28; D: -11; E: 14; F: 0.6; G: -3; H: 5; I: -13
> Cc1ccccc1-c1ccc(C=Nc2c(C)n(C)n(-c3ccccc3)c2=O)o1
  A: -2; B: 3; C: 34; D: 0; E: 11; F: -2.8; G: 2; H: 7; I: 3[fluorescence artefact?]
> Cc1oc(-c2ccc(Cl)cc2)cc1C(=O)/C(C#N)=C/Nc1cccc(OC(F)(F)F)c1
  A: -1; B: 4; C: 7; D: -6; E: 20; F: 1.6; G: .; H: -2; I: 1
> Cc1ccc2nc(-c3ccc(NC(=S)NC(=O)C(C)C)cc3)sc2c1
  A: -22; B: 2; C: -21; D: 51*; E: 6; F: -1.8; G: -1; H: 13; I: -20
> CCC(c1nnnn1CCc1ccccc1)N1CCN(C(=O)c2ccco2)CC1 (configuration not stated)
  A: 33*; B: 0; C: 9; D: -1; E: 13; F: -1.6; G: 1; H: -15; I: -1
> Cc1cc(C)c(C)c(S(=O)(=O)NCc2cccnc2)c1C
  A: -6; B: -4; C: 13; D: 0; E: 5; F: 3.5; G: 3; H: 3; I: -4
> O=C(/C=C/c1cccs1)c1ccc([N+](=O)[O-])cc1
  A: 2; B: 14; C: -14; D: 7; E: 2; F: -1.4; G: .; H: -18; I: 3
> COC(=O)c1ccccc1-c1ccc(C=O)o1
  A: -4; B: 4; C: -8; D: -9; E: 10; F: 0.6; G: 5; H: 2; I: 4
> C=C(C(=O)c1ccccc1)C(C(=C)C(=O)c1ccccc1)c1ccc(OC)cc1
  A: -18; B: -13; C: 22; D: -15; E: -1; F: -1.1; G: .; H: -12; I: 2
> COC(=O)c1ccc(-c2ccc(F)cc2)nc1C
  A: -18; B: 4; C: -13; D: -5; E: 5; F: 1.1; G: -2; H: 16; I: 24
> Cc1c(NC(=O)CSc2nc3ccc(Cl)cc3[nH]2)c(=O)n(-c2ccccc2)n1C
  A: 20; B: 2; C: 20; D: 6; E: 11; F: -0.7; G: -3; H: 12; I: 3
> S=c1[nH]cc(Cc2ccccc2)s1
  A: -22; B: -3; C: 17; D: 2; E: 0; F: 2.5; G: 10; H: -15; I: 12
> COc1cc(Nc2ccc(C)cc2)c([N+](=O)[O-])nc1[N+](=O)[O-]
  A: 6; B: 4; C: -38; D: 4; E: 6; F: -1.3; G: 4; H: 3; I: 1
> CCOC(=O)c1cc(-c2ccccc2)n(CCC(=O)N2CCN(c3ccccn3)CC2)c1C
  A: -12; B: -8; C: 41; D: -16; E: 8; F: 1.3; G: 3; H: -13; I: -2
> COCCNC(=O)/C(C#N)=C/c1ccc(O)c([N+](=O)[O-])c1
  A: -22; B: -6; C: 0; D: -12; E: 7; F: 0.3; G: 5; H: -7; I: 0
> O=C(NC1(C(F)(F)F)C(=O)Nc2c1c(=O)[nH]c(=O)n2-c1ccccc1)c1ccncc1 (configuration not stated)
  A: -17; B: 1; C: .; D: -27; E: 6; F: -0.7; G: -2; H: 4; I: .
> Cc1cccc(CN2CCc3c(OCC(=O)N4CCCc5ccccc54)cccc3C2=O)c1
  A: -6; B: -2; C: -5; D: 11; E: 13; F: 1.1; G: 3; H: -4; I: -1
> COc1ccc(CCNC(=O)C(C)SCc2ccccc2)cc1 (configuration not stated)
  A: 11; B: -1; C: -7; D: -21; E: 7; F: -0.5; G: 8; H: -13; I: 1
> Cc1ccc(S(=O)(=O)NC(=O)c2cc(C)n(-c3ccccc3)c2C)cc1
  A: 5; B: 3; C: 9; D: -6; E: 9; F: -1.3; G: 17; H: -12; I: 0
> COCC(=O)Nc1ccc(C)c(Cl)c1
  A: 4; B: 6; C: 12; D: -13; E: 7; F: -2.8; G: -7; H: 4; I: 1
> O=C(O)CCNC(=O)c1cncc(Br)c1
  A: -15; B: -3; C: 13; D: -2; E: 10; F: -2.9; G: 3; H: -4; I: -3[fluorescence artefact?]
> COc1ccc(CNc2cccc(F)c2)cc1Br
  A: -8; B: 0; C: 3; D: -16; E: 4; F: -3.5; G: -1; H: -8; I: 0
> Cc1c(NS(=O)(=O)c2cccc3nsnc23)c(=O)n(-c2ccccc2)n1C
  A: -8; B: 2; C: 20; D: 9; E: 10; F: -0.2; G: 5; H: 4; I: 10
> Cc1ccccc1-n1nnnc1SCC(N)=O
  A: 2; B: -5; C: 13; D: -10; E: 16; F: 0.5; G: -3; H: -10; I: -7
> COc1ccccc1NC(=O)c1nnn(CC(=O)Nc2ccccc2)c1N
  A: -12; B: -4; C: -35; D: -29; E: 23; F: -1.9; G: 5; H: -14; I: 1
> Cc1cccc(-n2c(C)nc3c(cnn3-c3ccc(F)cc3)c2=O)c1
  A: -14; B: -3; C: -9; D: -16; E: 27; F: 0.7; G: 6; H: -11; I: -8
> COC(=O)COc1ccc2c(=O)c(Oc3ccccc3)c(C)oc2c1
  A: -6; B: 5; C: 10; D: 14; E: 8; F: -1.4; G: -5; H: 3; I: 5
> Cc1cc(/C=N/n2cnnc2)c(C)n1-c1ccc(Cl)cc1
  A: -19; B: -10; C: 5; D: -19; E: 0; F: 1.6; G: 7; H: 4; I: -23[fluorescence artefact?]
> COc1ccc(C2=NOC(C(=O)Nc3cc(Br)ccc3O)C2)cc1OC (configuration not stated)
  A: -10; B: 0; C: -31; D: -8; E: 8; F: -4.2; G: -3; H: -7; I: 8
> CCCc1cc(C(=O)Nc2ccn(Cc3ccc(C)cc3)n2)no1
  A: -5; B: -1; C: -7; D: 8; E: 5; F: 0.9; G: .; H: -13; I: 2
> Cc1cccn2cc(-c3ccc(Cl)cc3)nc12
  A: -1; B: -6; C: -16; D: -19; E: 1; F: 1.3; G: 6; H: -14; I: 3
> CCc1ccccc1NC(=O)c1cc(=O)c2ccccc2o1
  A: 1; B: 5; C: -22; D: 4; E: 8; F: -0.9; G: 1; H: 3; I: -2
> Nc1c(C(=O)NCc2ccccc2)c2nc3ccccc3nc2n1CCCN1CCOCC1
  A: -10; B: -4; C: 77*; D: -23; E: 4; F: 6.5; G: 11; H: -24; I: 0
> Cc1ccc(/C=C2/SC(=S)N(CCC(=O)N3CCN(c4ccccc4)CC3)C2=O)cc1
  A: -20; B: 0; C: -26; D: -5; E: .; F: -0.3; G: 4; H: -11; I: -1
> O=C(Nc1ccc(S(=O)(=O)Nc2nccs2)cc1)c1cnc(Cl)c(Cl)c1
  A: -4; B: 7; C: 4; D: 4; E: 5; F: 0.6; G: .; H: 18; I: -4
> CCOC(=O)N1CCN(c2c(NCc3cccs3)c(=O)c2=O)CC1
  A: 4; B: 8; C: 6; D: 1; E: 7; F: 0.8; G: -5; H: -3; I: -2
> CCO/C(C)=C1/SC(=S)NC1=O
  A: -2; B: 1; C: -6; D: -18; E: 3; F: 0.4; G: .; H: -6; I: 0
> CN(C)CCNC(=O)NC1CCCCC1
  A: 8; B: 5; C: 9; D: 10; E: 15; F: -0.2; G: -1; H: 25; I: 3
> CCn1c(=O)c([N+](=O)[O-])c(NCC(O)c2ccccc2)c2ccccc21 (configuration not stated)
  A: -2; B: 0; C: -10; D: -16; E: 4; F: 0.7; G: -2; H: 1; I: -4
> Cc1cc(C)nc(SCc2ccc(C(=O)N/N=C/c3ccco3)cc2)n1
  A: -9; B: 6; C: 6; D: -13; E: 4; F: 1.1; G: -5; H: 8; I: 10
> COc1ccc(CN2CCNC(=O)C2CC(=O)O)c(OC)c1 (configuration not stated)
  A: 1; B: 7; C: -4; D: 19; E: 10; F: -0.1; G: -1; H: 0; I: -5[fluorescence artefact?]
> COc1ccc(CNC(=O)C/C(C)=N/NC(=O)c2ccc([N+](=O)[O-])cc2Cl)cc1
  A: -15; B: 5; C: -17; D: -8; E: 5; F: 2.7; G: -6; H: -2; I: 1
> O=C(Nc1ccc(Cl)cc1)Nc1ccccc1C(=O)O
  A: -13; B: 2; C: 8; D: 17; E: 0; F: 2.7; G: 2; H: -2; I: -3
> COc1ccc(-n2c(=O)c3ccccc3n(CC(=O)NC3CCCCC3)c2=O)c(OC)c1
  A: -6; B: 2; C: 14; D: 7; E: 10; F: -0.8; G: -2; H: -14; I: 2
> Cc1ccc(C)c(OCc2nnc(SCC(=O)NCc3ccc4c(c3)OCO4)o2)c1
  A: -3; B: -1; C: -27; D: -15; E: 7; F: -1.4; G: 9; H: -10; I: -1
> CCC(CC)NC(=O)C1CCN(S(=O)(=O)c2cccs2)CC1
  A: 0; B: 0; C: 5; D: -5; E: 0; F: 1.0; G: 2; H: -13; I: 0
> O=C(O)C1c2ccccc2C(=O)N(Cc2ccc(F)cc2)C1c1ccncc1 (configuration not stated)
  A: 2; B: 7; C: 13; D: -11; E: 22; F: -1.6; G: .; H: 11; I: 3
> COc1ccc(CC(=O)NNc2ncnc3c2cnn3-c2ccccc2)cc1
  A: -23; B: 7; C: -10; D: -8; E: 11; F: 1.5; G: -5; H: -4; I: 2
> CC(C)(C)C(=O)NC1CCN(S(=O)(=O)c2ccccc2F)CC1
  A: -12; B: -3; C: 11&-26; D: -3; E: 9&12; F: 1.3; G: 3; H: -13; I: -3
> Nn1c(SCc2cccc(Br)c2)nnc1-c1ccncc1
  A: 3; B: 6; C: -1; D: 2; E: 8; F: 0.9; G: .; H: -40; I: 2
> CCN(CC)CCCNC(=O)c1cc(Sc2nnc(C)s2)nc2ccccc12
  A: -5; B: 2; C: 4; D: -15; E: 6; F: 0.7; G: -3; H: -4; I: 4
> Oc1c(Br)cc(Br)cc1C=Nc1ccc2c(c1)OCCO2
  A: 3; B: 6; C: -18; D: -9; E: 10; F: -0.2; G: 5; H: -12; I: 2
> Cc1nn(Cc2ccc(C(=O)NN)cc2)c(C)c1Cl
  A: 0; B: 6; C: -30; D: -5; E: 12; F: -0.9; G: .; H: -23; I: -1
> CCOc1ccc2c(c1)OC(c1ccc(C)cc1)(C(F)(F)F)NC2=O (configuration not stated)
  A: 0; B: -7; C: 9; D: -30; E: 7; F: -0.1; G: 15; H: 9; I: -15
> O=C(O)c1cc([N+](=O)[O-])cc2c1nnn2O
  A: -18; B: -1; C: -3; D: 2; E: 7; F: 1.3; G: 3; H: -15; I: -1

Of the compounds above, these have a cyano group:
Short keys – A = S1P4 antagonist; B = p97 ATPase inh; C = EP2 modulator; D = NPY1 pot ag; E = EP2 antag; F = S1P4 ag; G = NPY-Y1 antag; H = NPY2 pot ag; I = eIF4E 4G PPI
> Cc1oc(-c2ccc(Cl)cc2)cc1C(=O)/C(C#N)=C/Nc1cccc(OC(F)(F)F)c1
  A: -1; B: 4; C: 7; D: -6; E: 20; F: 1.6; G: .; H: -2; I: 1
> COCCNC(=O)/C(C#N)=C/c1ccc(O)c([N+](=O)[O-])c1
  A: -22; B: -6; C: 0; D: -12; E: 7; F: 0.3; G: 5; H: -7; I: 0

Assay outcomes as filed in PubChem.
